AMA1-RON2 inh – qHTS for Inhibitors of AMA1-RON; Towards Development of Antimalarial Drug Lead: Primary Screen | AlphaScreen AMA1-biotinylated RON2 peptide binding | AID 720542, 2013 | Potency, µM (highest dose often 58.2 µM), inactives show at the top dose activity change, negative = inhibition, usual class: inhibitors | actives 0.2% (n = 360,000) | Plasmodium falciparum AMA1 (3D7) - RON2 peptide interaction;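 also: potency is read from the fitted curve at half-maximal effect; 0% = vehicle wells and -100% = peptide control; nearly all actives have a fitted effect of over 45% in size; some results filed as inactive show a strong effect at the top dose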
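AMA1 (3D7) with his tag at 25 nM final met compounds first, then biotinylated RON2 peptide at 25 nM; detection used donor plus acceptor beads, 10 µg/mL apiece, read by AlphaScreen after 30 min at room temperature.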
AmpC inh detg – qHTS Inhibitors of AmpC Beta-Lactamase (assay with detergent); P00811; AmpC hydrolysis of nitrocefin, absorbance 480 nm, 0.01% Triton; Potency, µM (highest dose often 114 µM), for inactives: at the highest dose activity change, negative = inhibition, usual class: inhibitors; actives 0.041% (n = 370,000); AID 485294, 2010;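 also: potency is read from the fitted curve at half-maximal effect; 0% = no-compound wells and -100% = no-enzyme wells; nearly all actives have a fitted effect of over 25% in size; some results filed as inactive show a strong effect at the top dose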
Target sequence (P00811 whole entry, looked up): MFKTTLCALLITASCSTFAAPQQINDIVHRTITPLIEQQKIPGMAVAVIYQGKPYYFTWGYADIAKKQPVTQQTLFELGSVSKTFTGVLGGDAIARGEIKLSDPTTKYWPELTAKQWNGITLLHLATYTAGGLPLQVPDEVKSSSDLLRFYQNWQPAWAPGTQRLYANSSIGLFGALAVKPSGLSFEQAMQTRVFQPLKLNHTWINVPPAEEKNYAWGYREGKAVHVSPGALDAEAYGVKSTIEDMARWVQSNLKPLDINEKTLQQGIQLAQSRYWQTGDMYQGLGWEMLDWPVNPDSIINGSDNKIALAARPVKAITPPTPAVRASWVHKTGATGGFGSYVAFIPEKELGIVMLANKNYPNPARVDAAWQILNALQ
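20 mM phosphate pH 7.0 + 0.01% (detergent screen) or 0.0001% Triton X-100; 5.3 nM AmpC reagent; cpd preinc 15 min RT; nitrocefin (800 uM stock) to start; A480 q20 s × 4 min; Activity was normalised to no-enzyme and no-compound control wells.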
FBPA Giardia inh – qHTS Assay for Inhibitors of Fructose-1,6-bisphosphate Aldolase from Giardia Lamblia; Potency, µM (highest dose often 59.6 µM), without a hit: top-dose activity, negative = inhibition, most hits filed as inhibitors; A8B2U2; purified Giardia FBPA; actives 0.71% (n = 290,000); also: potency is read from the fitted curve at half-maximal effect; nearly all actives have a fitted effect of over 55% in size
Target sequence (A8B2U2 whole entry, looked up): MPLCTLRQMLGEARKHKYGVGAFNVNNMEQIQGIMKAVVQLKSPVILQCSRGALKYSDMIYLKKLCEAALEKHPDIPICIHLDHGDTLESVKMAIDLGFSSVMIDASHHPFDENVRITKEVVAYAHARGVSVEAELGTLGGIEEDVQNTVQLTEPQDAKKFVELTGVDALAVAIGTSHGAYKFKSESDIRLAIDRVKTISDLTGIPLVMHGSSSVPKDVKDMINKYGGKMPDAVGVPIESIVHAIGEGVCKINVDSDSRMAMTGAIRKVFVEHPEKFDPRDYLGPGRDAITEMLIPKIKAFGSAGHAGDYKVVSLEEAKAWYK
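40 nM FBPA preincubated 10 min at RT with compound (up to 57.5 uM final), then substrate plus GAPDH/TPI/NAD/arsenate coupling and diaphorase/resazurin added. Fluorescence read after 20 min at RT, 525/598 nm.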
Sm TGR inh – qHTS Assay for the Inhibitors of Schistosoma Mansoni Peroxiredoxins; Schistosoma mansoni thioredoxin glutathione reductase (TGR), Q962Y6; Potency, µM (series often up to 114 µM), inactives show at the top dose activity change, negative = inhibition, most hits filed as inhibitors; actives 3% (n = 360,000); purified TGR, DTNB reduction, TNB absorbance 405 nm; also: potency is read from the fitted curve at half-maximal effect; nearly all actives have a fitted effect of over 60% in size
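TGR 20 nM + NADPH 100 uM (dispensed conc.), cpd preinc 15 min RT; start with NADPH (500 uM addition) then DTNB (15 mM addition). Kinetic TNB absorbance, 405 nm filter. Four-parameter Hill fit across titration.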
AmpC inh no detg – qHTS Inhibitors of AmpC Beta-Lactamase (assay without detergent); actives 0.52% (n = 330,000); AmpC nitrocefin hydrolysis, absorbance 480 nm, 0.0001% Triton; P00811; Potency, µM (top dose mostly 57.1 µM), without a hit: at the top dose activity change, negative = inhibition, usual class: inhibitors;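 also: potency is read from the fitted curve at half-maximal effect; plate controls were no compound for no effect and no enzyme for full effect; nearly all actives have a fitted effect of over 20% in size; some results filed as inactive show a strong effect at the top dose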
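20 mM phosphate pH 7.0 + 0.01% (detergent screen) or 0.0001% Triton X-100; 5.3 nM AmpC reagent; cpd preinc 15 min RT; nitrocefin (800 uM stock) to start; A480 q20 s × 4 min; Activity was normalised to no-enzyme and no-compound control wells.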
HCMV antiviral – qHTS Assay for inhibitors of the human cytomegalovirus (HCMV). actives 4.5% (n = 410,000). HFF cells, HCMV-luciferase reporter, 72 h; stronger effect = lower value. AID 1259415, 2018. activity change, negative = inhibition, % at 57.5 µM; in the data active = activity change below about -60%; inconclusive = no clear call, values can overlap the other calls; inactive = above about -39%
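Screen run at 2 compound doses on HFFs infected with reporter HCMV, MOI 1 PFU/cell. Luciferase activity from cell lysates at 72 h post infection gave inhibition relative to buffer-only and Salinomycin wells.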
* = called active by the depositor; ? = inconclusive; / = not tested or not shown; [ ] = dose if it differs, or a comment. Unless noted, calls follow the shape of the dose curve; as a rule, active = well fitted curve in the direction sought with a large enough effect; inconclusive = small, poorly fitted or top-dose-only effect, or another doubt; inactive = no such curve, though single readings can be large; an effect the other way counts as inactive or inconclusive. Unless noted, % is scaled to controls: 0 for no effect and ±100 for the full control effect.

SMILES	AMA1-RON2 inh	AmpC inh detg	FBPA Giardia inh	Sm TGR inh	AmpC inh no detg	HCMV antiviral
Cn1cc(CN2CCCCC2C(=O)Nc2ccc(-n3cccn3)cc2)cn1 (stereo unspecified)	3%	3%	5%	3%	-14%	-5
CCN1C(=O)[C@H]2[C@@H](c3ccc(Cl)cc3)N3C(=O)CN(CC4CC4)C(=O)[C@@]3(Cc3ccccc3)[C@H]2C1=O	-9%	-10%	7%	1%	-12%	18
CC1CCCCN1CC(=O)N1CCCc2c1c(=O)oc1ccc(OCc3ccccc3)cc21 (stereo unspecified)	/	-7%	/	-20%	/	-2
Cc1cc(C(=O)NCC(=O)OCC(=O)N(C(C)C)C(C)C)ccc1[N+](=O)[O-]	22%	-10%	-1%	6%	-15%	-32
COCCN=c1scc(-c2cccs2)n1/N=C/c1ccc(O)c(O)c1O	-22%	4%	?	40µM*	-22%	-38
CCN(CC)CC#CCC(OC)(c1ccccc1)c1ccccc1	0%	-7%	-7%	/	51%	20
O=C(CS(=O)(=O)c1cn(Cc2cccc(F)c2)c2ccccc12)N1CCCCC1	-6%	-5%	2%	-10%	-13%	-25
O=C(COC(=O)c1cccc(S(=O)(=O)NCc2ccccc2)c1)NC1CC1	10%	/	/	/	-19%	86
CCOC(=O)c1sc2nc3c(cc2c1N)COC(C)(C)C3	2%	-5%	-7%	1%	-2%	119
CCCc1[nH]nc2c1C(c1ccc(OC)c(Cn3nc(C)c(Br)c3C)c1)C(C#N)=C(N)O2 (stereo unspecified)	0%	-5%	-13%	-7%	/	-19
COc1ccc(S(=O)(=O)N2CCCCC2)cc1NC(=O)CN1CCN(C(C)=O)CC1	-22%	-2%	0%	-11%	31%	?
CCSc1oc(-c2ccco2)nc1S(=O)(=O)c1ccc(F)cc1	1%	-6%	?	14µM*	-60%	?
COc1ccc(-c2csc(NC(=O)[C@H](C)N3C(=O)C4CC=CCC4C3=O)n2)cc1OC (stereo partly specified)	1%[11.6 µM]	/	/	/	-2%	-12
Cc1cc(C)c(C)c(S(=O)(=O)NC2CCCCC2)c1C	7%	4%	/	-21%	-25%	-9
CCOC(=O)C1C(=O)C=C(c2ccc(C)cc2)CC1c1ccc([N+](=O)[O-])cc1 (stereo unspecified)	-4%	-10%	-1%	8%	-14%	-71*
O=C1C2C3C=CC(C3)C2C(=O)N1c1cccc2cccnc12 (stereo unspecified)	-1%	-21%	0%	9%	-14%	7
Cc1ccc(Cl)cc1N1CCN(C(=O)c2cccn2-c2nnc(N3CCCCC3)s2)CC1	/	-1%	/	9%	/	0
CC(Oc1ccc(F)cc1)C(=O)NN (stereo unspecified)	28%	-14%	4%	-8%	-34%	34
COCC(C)NC(=O)CSc1ncnc2sc(-c3ccccc3)cc12 (stereo unspecified)	0%	-4%	/	?	128%[activator]	-2
O=C(COC(=O)Cc1ccc(F)cc1)NC(=O)NC1CCCC1	2%	3%	/	-2%	-18%	-1
CC1CCCCC1NC(=O)CN1CCC(O)(c2ccc3c(c2)OCO3)CC1 (stereo unspecified)	-12%	0%	4%	1%[57.1 µM]	20%	-29
O=S(=O)(NC1CCc2ccccc21)c1ccc(S(=O)(=O)N2CCCC2)cc1 (stereo unspecified)	27%	1%	2%	5%	-38%	5
CCCOc1ccc(N2C(=O)CC(N(CCc3ccc(OC)cc3)C(=O)c3ccccc3)C2=O)cc1 (stereo unspecified)	3%	-5%	-8%	-13%	5%	8
COC(=O)Cc1c(C)nc2nc(-c3ccc(OC)cc3)[nH]n2c1=O	17%	7%	-22%	2%	-25%	35
Cc1ccccc1NC(=O)NC(C)(C)CC(C)(C)C	-1%	-10%	3%	1%	-29%	-8
CN1C(=O)/C(=C/c2ccc(C(F)(F)F)cc2)Sc2ccc(C(=O)N3CCN(c4ccccn4)CC3)cc21	12%	-1%	/	-10%	114%[activator]	?
Cc1ccc2oc(C(=O)Nc3ccc(S(=O)(=O)N(C)Cc4ccccc4)cc3)cc(=O)c2c1	/	13%	/	-4%	/	-23
O=C(NCc1ccc2c(c1)OCO2)c1cccc([N+](=O)[O-])c1	1%	?	0%	3%	-2%	-1
CC(=O)Nc1ccc(-c2nc3c(C)cccc3[nH]2)cc1	3%	-9%	0%	7%	-14%	126
CS(=O)(=O)N(CCc1ccccc1)CC(=O)N1CCc2ccccc2C1	8%	?	-15%	-1%	23%	-24
C/C(=C\C(=O)c1ccccc1)Nc1ccc(N2CCOCC2)cc1	-8%	?	-6%	4%	1%	?
O=C(COc1ccc(Cl)cc1)NCc1ccncc1	-7%	-1%	5%	-5%	-13%	-22
CCN1C=C(Cc2ccc(OC)cc2)C2=C(C1)C(c1ccc(OC)cc1)C(C#N)=C(N)O2 (stereo unspecified)	-18%	1%	-26%	35µM*	54%	25
CC1=C(C(=O)Nc2ccc(F)c(F)c2)C(c2cccs2)NC(=S)N1 (stereo unspecified)	3%	1%	2%	6%	-18%	-35
CCN(CC(=O)NCc1cccs1)C(=O)c1ccc(S(=O)(=O)Nc2ccccc2F)cc1	0%	-14%	/	2%	-15%	3
O=C(CSc1nc(-c2ccccc2)[nH]c1-c1ccc(F)cc1)NC1CCCC1	/	-2%	/	3%	/	-18
O=C(NCCOc1ccccc1F)C1CCC(=O)N(CC2CCCCC2)C1 (stereo unspecified)	7%	?	6%	-22%	155%[activator]	-31
Cc1cc(/C=C2\C(=O)NC(=O)N(c3ccc(Br)cc3)C2=O)c(C)n1C	-7%	0%	-3%	?	-20%	33
COc1ccc(Br)cc1CNC(=O)C1CCCCN1S(=O)(=O)c1ccc(F)cc1 (stereo unspecified)	/	?	/	6%	/	-23
CCOC(=O)CC(c1ccc([N+](=O)[O-])cc1)n1c(C)ccc1C (stereo unspecified)	-17%	-12%	1%	-26%	-4%[2.29 µM]	-39
O=C(NCC1CCCO1)c1ccc(Cl)c(F)c1F (stereo unspecified)	-5%	4%	3%	0%	-15%	53
CC(C)(C)C(=O)NCCCNc1ccc([N+](=O)[O-])cc1	-21%	-5%	9%	6%	-16%	75
CN(CC(=O)Nc1ccc(F)c(F)c1F)C(=O)c1ccc(-n2cncn2)cc1	5%	4%	/	-2%	-18%	92
CCCc1cc(-c2n[nH]c(C)c2-c2ccc(C(=O)OCC)o2)c(O)cc1O	15%	2%	?	-2%	-18%	-22
CN(C)CC(NC(=O)c1cccc(S(=O)(=O)Nc2ccc3c(c2)OCO3)c1)c1ccccc1 (stereo unspecified)	1%	-19%	/	?	0%	0

2 entries from above, set out differently:
Screens in order: AMA1-RON2 inh, AmpC inh detg, FBPA Giardia inh, Sm TGR inh, AmpC inh no detg, HCMV antiviral
O=C(NCC1CCCO1)c1ccc(Cl)c(F)c1F (stereo unspecified)
  -5%, 4%, 3%, 0%, -15%, 53
CC(C)(C)C(=O)NCCCNc1ccc([N+](=O)[O-])cc1
  -21%, -5%, 9%, 6%, -16%, 75

Full records, looked up by structure. Screens in order: AMA1-RON2 inh, AmpC inh detg, FBPA Giardia inh, Sm TGR inh, AmpC inh no detg, HCMV antiviral
`Cc1cc(/C=C2\C(=O)NC(=O)N(c3ccc(Br)cc3)C2=O)c(C)n1C` as listed: -7%, 0%, -3%, ?, -20%, 33
`CCOC(=O)CC(c1ccc([N+](=O)[O-])cc1)n1c(C)ccc1C` (stereo unspecified) as listed: -17%, -12%, 1%, -26%, -4%[2.29 µM], -39
`C/C(=C\C(=O)c1ccccc1)Nc1ccc(N2CCOCC2)cc1` as listed: -8%, ?, -6%, 4%, 1%, ?
`COc1ccc(Br)cc1CNC(=O)C1CCCCN1S(=O)(=O)c1ccc(F)cc1` (stereo unspecified) as listed: /, ?, /, 6%, /, -23
`CCN1C=C(Cc2ccc(OC)cc2)C2=C(C1)C(c1ccc(OC)cc1)C(C#N)=C(N)O2` (stereo unspecified) as listed: -18%, 1%, -26%, 35µM*, 54%, 25

Other entries follow.
SMILES	AMA1-RON2 inh	AmpC inh detg	FBPA Giardia inh	Sm TGR inh	AmpC inh no detg	HCMV antiviral
CC(C)C(c1nnnn1Cc1ccco1)N1CCC(C(N)=O)CC1 (stereo unspecified)	5%	?	-5%	45µM*	-12%	-38
O=C(Nc1cc([N+](=O)[O-])ccc1Cl)c1cccnc1	-1%	-23%	12%	-5%	157%[activator]	-27
Cc1ccc(Nc2nnc(SCC(=O)Nc3ccccc3[N+](=O)[O-])s2)cc1	-6%	-10%	-4%	4%	-8%	3
c1ccc(Nc2nc(-c3cccs3)cs2)nc1	-19%	-4%	-12%	-3%	-44%	54
COc1cccc(C2CC(c3ccc(C)cc3)n3nc(N)nc3N2)c1 (stereo unspecified)	11%	?	2%	1%	47%	80
Cc1cc(C)cc(NC(=O)c2cccc(C(=O)Nc3cc(C)cc(C)c3)n2)c1	96%[activator]	-6%	-16%	-3%	-29%	21
O=C(NCCC1=CCCCC1)C1CCCN(c2nc3ccccc3o2)C1 (stereo unspecified)	-9%	-5%	0%	-18%	16%	9
C[C@@H]1NC(=O)N(CCCn2ccnc2)C1=O	-29%	?	1%	1%	47%	43
CC1CCN(C(=O)Cn2cc3c(n2)CCCC3)CC1	-9%	?	-7%	8%	7%	44
CCCC(=O)NC(Oc1ccccc1Cl)C(Cl)(Cl)Cl (stereo unspecified)	0%	-14%	0%	13µM*	-10%	?
N#Cc1c(SC(C(=O)O)c2ccccc2)nc2c(c1-c1cccs1)CCCC2 (stereo unspecified)	0%	2%	?	9%	-45%	-20
Cc1c(C(=O)N2CCC3(CC2)OCCO3)sc2ncnc(N3CCN(c4ccccn4)CC3)c12	-2%	3%	-1%	4%	-15%	-35
CCn1ccnc1CNC(=O)c1ccc(OC2CCN(C(=O)COC)CC2)cc1	37%	?	?	-8%	-2%	-33
Cc1ccc(-n2ncc3c(NNC(=O)c4ccco4)ncnc32)c(C)c1	86%[activator]	4%	-19%	2%	-18%	-28
CCc1ccc(NC(=O)CSc2nc3ncccc3[nH]2)cc1	/	15%	/	5%	/	-11
CCn1c(C)c(C2N3CC4(C)CN2CC(CC)(C3)C4=O)c2ccccc21 (stereo unspecified)	/	16%	/	4%	/	3
O=C(NC1CCS(=O)(=O)C1)OC1CCCCC1 (stereo unspecified)	7%	?	7%	-4%	-11%	-31
O=C1C(c2ccc(F)cc2)N(CCc2ccccc2)C(=O)CN1C1CCCCC1 (stereo unspecified)	/	8%	/	6%	/	0
O=C(NCc1ccco1)c1ccc2c(c1)N(Cc1ccccc1)C(=O)c1ccccc1S2	/	-5%	/	-22%	/	-35
COCCN1C(=O)/C(=C/c2ccc(N3CCCC3)cc2)SC1=S	-6%	3%	3%	9%	-2%	-30
Cc1cccc(NC(=O)Cn2cnc3ccccc3c2=O)c1C	-9%	4%	18%	-2%	/	-23
O=C(COC(=O)c1cnc(Cl)c(Cl)c1)NC1CCCCCC1	0%	-11%	/	-4%	-10%	-4
O=S(N1CCCCC1)C12CC3CC(CC(C3)C1)C2 (stereo unspecified)	14%	-3%	10%	-19%	53%	-34

Assay outcomes (PubChem)
